PI5P4Ka inh = qHTS for Inhibitors of phosphatidylinositol 5-phosphate 4-kinase (PI5P4K); PI5P4Kalpha enzyme, ADP-Glo luminescence, 60 min; stronger effect = lower value; 1.2% of 330,000 active; Phosphatidylinositol 5-phosphate 4-kinase type-2 alpha (Homo sapiens), P48426; AID 652105, 2013; max response, %; active = max response of -50% or lower; inconclusive = between -30% and -50%; inactive = -30% or higher; note: value at the top dose of about 77 µM; % is set by controls: 0 for no effect and ±100 for the full control effect
Target sequence (P48426 whole entry, looked up): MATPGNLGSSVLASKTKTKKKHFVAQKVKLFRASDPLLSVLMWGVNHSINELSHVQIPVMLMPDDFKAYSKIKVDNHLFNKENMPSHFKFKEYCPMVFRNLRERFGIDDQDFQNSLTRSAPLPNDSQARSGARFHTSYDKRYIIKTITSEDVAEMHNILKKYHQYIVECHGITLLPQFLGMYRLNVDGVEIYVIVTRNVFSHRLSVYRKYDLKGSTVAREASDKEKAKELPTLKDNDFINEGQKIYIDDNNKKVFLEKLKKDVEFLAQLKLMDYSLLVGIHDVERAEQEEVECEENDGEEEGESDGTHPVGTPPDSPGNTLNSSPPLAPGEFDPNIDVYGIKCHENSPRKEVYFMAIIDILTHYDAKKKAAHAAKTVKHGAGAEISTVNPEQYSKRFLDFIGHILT
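Compounds were pin-transferred onto PI5P4Kalpha and substrate in HEPES pH 7.4 buffer with EGTA, CHAPS and 5% DMSO. ATP (5 microM final) started the reaction, which ran 60 minutes at room temperature before ADP-Glo detection.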
DRD3 antagonist = qHTS of D3 Dopamine Receptor Antagonist: qHTS | D3R cells, DiscoveRx beta-arrestin luminescence, antagonist mode; stronger effect = lower value | max response, negative = inhibition, % | 2.5% of 360,000 active; in the data active = max response below about -50%; inconclusive = no clear call, values can overlap the other calls; note: % is set by controls: 0 for no effect and ±100 for the full control effect; mostly tested at two doses, the higher about 12 µM
Target sequence (P35462 whole entry, looked up): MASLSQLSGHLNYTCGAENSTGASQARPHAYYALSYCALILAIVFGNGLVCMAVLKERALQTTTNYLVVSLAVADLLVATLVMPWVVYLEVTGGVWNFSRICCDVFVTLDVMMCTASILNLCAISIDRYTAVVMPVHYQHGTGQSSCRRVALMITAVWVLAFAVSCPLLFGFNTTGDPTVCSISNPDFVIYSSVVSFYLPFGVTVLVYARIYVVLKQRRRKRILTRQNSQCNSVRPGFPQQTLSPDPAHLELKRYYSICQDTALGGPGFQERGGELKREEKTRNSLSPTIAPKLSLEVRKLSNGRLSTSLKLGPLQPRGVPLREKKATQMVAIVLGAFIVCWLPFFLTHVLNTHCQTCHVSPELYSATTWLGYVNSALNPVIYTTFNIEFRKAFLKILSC
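Cells plated overnight at 1500 cells/well, then exposed to library compounds with dopamine controls for 90 minutes at 37 degrees C. DiscoveRx reagent added for 30–60 minutes at room temperature; luminescence read, quantitative HTS format.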
PLK1 PBD block = qHTS for Inhibitors of PLK1-PDB (polo-like kinase 1 - polo-box domain): Primary Screen; Serine/threonine-protein kinase PLK1 (Homo sapiens), P53350; 2.8% of 360,000 active; AID 720504, 2013; Plk1 PBD binding of FITC phosphopeptide, fluorescence polarization; Potency, µM, for the others: max response, negative = inhibition, usual class: inhibitors; note: potency is the fitted concentration of half-maximal effect; series mostly up to about 57 µM; % is set by controls: 0 for no effect and ±100 for the full control effect; nearly all actives have a fitted effect of over 65% in size
DRD3 agonist = qHTS of D3 Dopamine Receptor Agonist: qHTS | D3R DiscoveRx beta-arrestin cells, luminescence, 90 min | max activation, % | 0.58% of 410,000 active | AID 652048, 2013; in the data active = max activation above about 30%; note: 0% is about no effect; mostly tested at two doses, the higher about 12 µM
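Agonist-mode cell screen: cells plated at 1500/well and incubated overnight at 37 °C, then exposed to library compounds for 90 min at 37 °C. Detection reagent was added for 30–60 min at room temperature, and luminescence was read.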
GLP1R ag = qHTS of GLP-1 Receptor Agonists | Glucagon-like peptide 1 receptor (Homo sapiens), P43220 | HEK293 GLP-1R CRE-luciferase, luminescence, 4-6 h; cells express a hypersensitive GLP-1R form | Potency, µM (titrated, usually from 45.6 µM), inactives show at the highest dose activation, actives largely listed as activators | 0.007% of 380,000 active; note: potency is the fitted concentration of half-maximal effect; % of control where 0% means no effect
WRN helicase inh = qHTS for Inhibitors of WRN Helicase | 0.46% of 360,000 active | Potency, µM (series often up to 114 µM), for inactives: top-dose activity change, negative = inhibition, actives largely listed as inhibitors | AID 651768, 2012 | WRN helicase unwinding, fluorescent forked duplex, kinetic; note: potency is the fitted concentration of half-maximal effect; % is set by controls: 0 for no effect and ±100 for the full control effect; nearly all actives have a fitted effect of over 55% in size
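Screening of the MLSMR collection measured strand separation of a quenched forked DNA duplex (100 nM) by 20 nM WRN with 2 mM ATP, all final. Compounds were preincubated with enzyme 15 min at room temperature.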
IL2 activator = qHTS of IL-2 Activators; AID 652025, 2013; IL-2 activation reporter assay, cell-based qHTS; stimulated with anti-CD3/CD4/CD28 beads; in transgenic mouse T cells; 0.065% of 360,000 active; activation, % (series mostly up to about 46 µM); in the data active = activation above about 50%; inconclusive = mostly about 30% to 49%; note: 0% is about no effect
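Unstimulated transgenic mouse T cells, 750 per well, received compound and, after 60 minutes, anti-CD3/anti-CD4 bead plus anti-CD28 stimulation. EGFP and DsRed were quantified after 18 hours.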
HEK293 tox = qHTS of GLP-1 Receptor Inverse Agonists: Cytotox Screen; HEK293 cAMP-luciferase reporter cells, luminescence, 24 h; Potency, µM (doses to about 38.3 µM), without a hit: top-dose activity change, negative = inhibition, most hits filed as inhibitors; 0.13% of 410,000 active; AID 624418, 2012;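 note: loss of luciferase light is scored as toxicity; potency is the fitted concentration of half-maximal effect; % is set by controls: 0 for no effect and ±100 for the full control effect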
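MLSMR compounds, 24 hr on cells at 37 deg C/5% CO2; luminescence after luciferase reagent (12 min RT). Inhibition counted as the undesired cytotoxic outcome.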
GLP-1R inv ag = qHTS of GLP-1 Receptor Inverse Agonists (Inhibition Mode) | HEK293 GLP-1R CRE-luciferase, luminescence, 24 h; GLP-1R form is constitutively active | 1.6% of 410,000 active | Potency, µM (series often up to 38.3 µM), without a hit: at the highest dose activity change, negative = inhibition, most hits filed as inhibitors | Glucagon-like peptide 1 receptor (Homo sapiens), P43220; note: potency is the fitted concentration of half-maximal effect; % is set by controls: 0 for no effect and ±100 for the full control effect; nearly all actives have a fitted effect of over 55% in size
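Using stably transfected HEK293 (constitutively active GLP-1R, cAMP-luciferase reporter), compounds were incubated 24 hr and luciferase measured by luminescence.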
An asterisk follows results filed as active; u = inconclusive; x = not tested or not shown; & = joins results of further samples; [ ] = dose if it differs, or a comment. Unless noted, calls come from the whole dose curve; as a rule, active = well fitted curve in the direction sought with a large enough effect; inconclusive = small, poorly fitted or top-dose-only effect, or another doubt; inactive = no such curve, though single readings can be large; an effect the other way counts as inactive or inconclusive.

SMILES	PI5P4Ka inh	DRD3 antagonist	PLK1 PBD block	DRD3 agonist	GLP1R ag	WRN helicase inh	IL2 activator	HEK293 tox	GLP-1R inv ag
Cc1ccnc(NC(=O)CCC(=O)N(CC(=O)NC2CCCCC2)Cc2cccs2)c1	6.9	3.6	-12.0%	2.1	-1.1%	-1.2%	0.4	-0.8%	-0.7%
O=C(Nc1ccc(N2CCCCCC2)cc1)c1ccc[nH]1	5.7	2.1	-3.6%	-6.0	19.1%	0.8%	-0.7	-24.7%	u
COc1ccc(C(=O)N2CCN(C(=O)c3ccco3)CC2)cc1OC	x	-4.9	0.8%	16.2	-8.4%	8.0%	-2.9	-13.9%	-7.3%
CCCCn1nc2cc(C(=O)N[C@H](C)C3CCCCC3)ccc2c1OCC	3.8	-10.9	2.4%	12.8	9.3%	-1.5%	-0.7	9.1%	u
Cc1ccc(S(=O)(=O)Nc2cccc3ncccc23)s1	-7.2	-77.4*	-23.8%	-24.9	2.6%	-4.9%	-0.4	-0.4%	u
COc1cc(NCCCCCCN)c2ncccc2c1OC	u	-8.2	u	-13.7	-4.2%	50.1µM*	0.0	-25.8%	u
COc1ccc(S(=O)(=O)Nc2cc(Sc3ncn[nH]3)c(O)cc2C)cc1	-7.1	-18.5	-17.5%	-0.3	8.2%	0.3%	-0.3	0.8%	-19.0%
O=C(NCc1ccc(Cl)cc1)c1ccc(COCC(F)(F)F)o1	-1.7	-20.5	-8.9%	4.3	-0.7%	-13.3%	1.0	1.3%	u
CCOC(=O)c1c(/N=C/C2=C(O)CCCC2=O)sc2c1CCCC2	-2.7	-9.1	-5.3%	-6.4	-2.0%	u	1.9	2.0%	15.1%
Cc1ccc(CCN2CC(C(=O)NCCC(C)C)CC2=O)cc1 (stereo not drawn)	4.3	-10.3	-9.8%	-19.4	6.9%	5.4%	-0.3	-0.4%	0.1%
CN(CC(=O)NCCc1ccc(Cl)cc1)S(=O)(=O)c1cccs1	2.4	-9.6	0.7%	-7.6	13.8%	7.6%[57.1 µM]	0.5	1.7%	u
CC(=O)Oc1ccc(N(C(C)=O)S(=O)(=O)c2ccc3ccccc3c2)cc1Br	-0.7	5.1	1.6%	3.0	6.5%	-6.6%[11.6 µM]	2.5	u	u
CC(C)n1c(=O)c2ccccc2n1Cc1cn(-c2ccccc2)nn1	1.2	-10.8	-3.4%	-11.7	4.6%	-9.5%	1.0	3.9%	1.4%
CC1CC(=O)Nc2ccccc2N1C(=O)Nc1ccc(F)cc1F (stereo not drawn)	-5.4	-24.2	3.9%	5.4	5.5%	1.4%	-0.5	1.8%	8.0%
O=C(CNc1cc(S(=O)(=O)N2CCOCC2)ccc1NCC1CCCO1)Nc1ccccc1F (stereo not drawn)	10.1	20.4	-0.1%	3.1	15.7%	-15.1%	2.1	2.3%	9.8%
CN(c1ccccc1)C(c1ccc(F)cc1)c1nnnn1C1CCCC1 (stereo not drawn)	-6.7	-26.6	-1.8%	-7.3	2.4%	3.1%	-2.6	-5.1%	u
O=C(CCSCCC(=O)N1CCCC1)N1CCCC1	0.2	4.1	-10.0%	-1.0	-2.4%	1.3%	0.4	-1.8%	3.6%
COc1ccc(NC(=S)N2N=CCC2c2ccccc2)cc1 (stereo not drawn)	x	18.9	0.6%	-10.6	-3.8%	-13.5%	0.5	3.9%	3.9%
Cc1ccc(N(Cc2ccccc2F)S(C)(=O)=O)cc1C	x	-12.9	-6.4%	-7.1	14.0%	1.7%	-0.6	-6.2%	0.0%
Cc1ccc(S(=O)(=O)NC2CCCCC2)cc1	-0.9	36.6	-7.2%	1.0	-0.9%	2.1%	0.7	-5.7%	-19.3%
CCn1c(NC(=O)/C=C/c2ccc(F)cc2)nc2ccccc21	-3.5	-14.3	-8.4%	-12.2	16.3%	1.0%	0.0	u	u
CCC1(c2ccccc2)NC(=O)N(CC(=O)Nc2ccc(OC)nc2)C1=O (stereo not drawn)	-1.5	-26.2	13.4µM*	-0.4	-0.7%	-5.1%	1.2	8.3%	-1.7%
C[C@@H]1CCCCO[C@@H](CN(C)Cc2ccc(Cl)c(Cl)c2)[C@@H](C)CN([C@H](C)CO)C(=O)c2cc(NC(=O)Nc3ccccc3)ccc2O1	3.4	-19.5	-13.6%	-6.9	-2.6%	7.3%	0.8	-15.3%	u
S=c1[nH]nc(Nc2cccc3ccccc23)s1	-73.8*	-7.6	u	2.1	1.2%	u	3.7	u	10.7%
O=C(COC(=O)CCc1nc2ccccc2c(=O)[nH]1)Nc1ccc2c(c1)OCO2	-28.6	13.4	-8.0%	-14.9	-4.5%	4.4%	1.1	10.4%	13.8%

Only GLP1R ag, DRD3 antagonist and IL2 activator (5 entries from above):
smiles	GLP1R ag	DRD3 antagonist	IL2 activator
CCn1c(NC(=O)/C=C/c2ccc(F)cc2)nc2ccccc21	16.3%	-14.3	0.0
CCC1(c2ccccc2)NC(=O)N(CC(=O)Nc2ccc(OC)nc2)C1=O (stereo not drawn)	-0.7%	-26.2	1.2
C[C@@H]1CCCCO[C@@H](CN(C)Cc2ccc(Cl)c(Cl)c2)[C@@H](C)CN([C@H](C)CO)C(=O)c2cc(NC(=O)Nc3ccccc3)ccc2O1	-2.6%	-19.5	0.8
S=c1[nH]nc(Nc2cccc3ccccc23)s1	1.2%	-7.6	3.7
O=C(COC(=O)CCc1nc2ccccc2c(=O)[nH]1)Nc1ccc2c(c1)OCO2	-4.5%	13.4	1.1

Back to the main list; the 2 compounds before the break are reprinted first.
SMILES	PI5P4Ka inh	DRD3 antagonist	PLK1 PBD block	DRD3 agonist	GLP1R ag	WRN helicase inh	IL2 activator	HEK293 tox	GLP-1R inv ag
S=c1[nH]nc(Nc2cccc3ccccc23)s1	-73.8*	-7.6	u	2.1	1.2%	u	3.7	u	10.7%
O=C(COC(=O)CCc1nc2ccccc2c(=O)[nH]1)Nc1ccc2c(c1)OCO2	-28.6	13.4	-8.0%	-14.9	-4.5%	4.4%	1.1	10.4%	13.8%
O=S(=O)(c1ccc(Cl)cc1Br)N1CCCCC1	x	-8.3	-6.9%	-11.2	3.3%	-11.6%	-2.2	3.3%	0.0%
Cc1cccc(C)c1-n1nnnc1C1(C)CCC(=O)N1Cc1cccc(C(F)(F)F)c1 (stereo not drawn)	-0.1	u	-12.7%	-9.8	3.7%	-3.8%	-0.9	-6.9%	-4.6%
O=C(CNC(=O)c1ccccc1)OCCOc1cccc(Cl)c1	6.2	10.5	1.6%	3.8	-7.1%	0.9%	-4.4	8.4%	8.6%
CCCN1CCC(=O)N([C@H](CSc2ccc(OC)cc2)CC(C)C)CC1	2.0	u	u	-28.0	9.9%	4.0%	-0.4	18.7%	-29.7%
Cc1ccc(S(=O)(=O)/N=C2\C=C(NS(=O)(=O)c3ccccc3)C(=O)c3ccccc32)c(C)c1	-9.9	u	18.9µM*	-23.3	2.9%	-22.2%	-2.6	-14.4%	-2.3%
CCOc1ccc(-c2nnn(CC(=O)Nc3ccccc3OC)n2)cc1OCC	x	-8.4	-1.5%	21.2	-1.4%	-3.5%	-1.8	3.0%	30.3%
CN(C)C(CNC(=O)CCc1nc2sc3c(c2c(=O)[nH]1)CCCC3)c1ccccc1 (stereo not drawn)	-12.1	-29.1	-6.7%	-14.3	13.8%	-18.0%	-0.6	-10.8%	u
CCn1cc(SCC(=O)Nc2cc(C)on2)c2ccccc21	-1.0	-88.8*	-3.0%	0.8	-3.4%	7.6%	-2.6	-5.6%	1.0%
Cc1ccc(C2(C)NC(=O)N(CC(=O)NNC(=O)c3ccoc3C)C2=O)cc1 (stereo not drawn)	-0.6	13.4	-4.9%	2.1	-0.6%	-6.9%	0.2	-1.0%	3.3%
CC(C)(C)C(=O)N1CCN(c2ccc(NC(=O)c3ccco3)cc2)CC1	0.1	14.7	-8.7%	7.0	16.7%	1.3%	-0.4	-2.8%	-10.5%
CCCCNC(=O)Cc1coc2ccc3ccccc3c12	0.2	9.6	-12.9%	0.0	2.8%	0.0%	-0.1	7.6%	0.0%
CC1CCc2c(C(=O)NCc3ccco3)csc2C1 (stereo not drawn)	0.8	18.3	-14.1%	1.2	14.5%	-4.7%	-3.0	-4.2%	u
Cc1nn(-c2ccccc2)c(N2CCCC2)c1/C=N/NC(=O)c1cc(-c2ccccc2)nc2ccccc12	-0.4	25.2	-0.2%	-0.3	-0.6%	-22.2%[57.1 µM]	-2.7	-11.0%	u
[O-][n+]1cccc2ncc3cscc3c21	-1.7	22.5	1.1%	0.6	15.8%	-6.5%	-1.7	-14.4%	-2.2%
CCCN(CCC)c1nc(Cl)nc(NCc2ccco2)n1	3.8	12.0	-2.8%	-0.5	4.2%	-10.9%	2.8	13.7%	-2.5%
Cc1ccc(N2C(=O)CSC2c2c(F)cccc2Cl)cc1 (stereo not drawn)	6.0	-15.1	1.3%	3.1	6.9%	-5.3%	-2.8	-5.5%	-5.3%
Cc1ccc(NC(=O)c2cc(S(=O)(=O)N3CCCC3)c[nH]2)c(C)c1	-8.4	0.0	-9.2%	0.3&-25.0	2.3%	-3.0%	0.3	2.0%&-2.1%	10.5%&-11.8%
Cc1ccc2cc3cc(C(=O)N4CCN(c5cccc(C(F)(F)F)c5)CC4)sc3nc2c1	x	x	x	-2.7	0.6%	x	x	4.5%	0.6%
COc1ccc(C(=O)n2nc(C)cc2C)cc1OC	x	u	-10.5%	-16.7	-2.8%	4.9%	-1.8	9.6%	1.4%
CCN=C1S/C(=C\c2cn(CC(=O)NCCOC)c3ccccc23)C(=O)N1CC	2.0	20.7	3.7%	1.6	16.6%	-5.8%	-1.9	-3.9%	172.7%[activator]
C=CCN1C(=O)c2ccc(C(=O)N(C)CC(=O)Nc3ccccc3C(F)(F)F)cc2C1=O	13.8	-3.5	-3.5%	3.4	-6.2%	-6.3%	-0.7	-9.5%	-16.9%
CC(C)OCCCN1CN(S(=O)(=O)c2cccs2)c2nc3ccccc3nc21	10.2	0.9	3.8%	-10.6	-0.3%	-0.5%	-0.4	0.0%	-15.7%

Source: PubChem
